ABHD4 inh: ABHD4 (mouse) inhibition, primary FP screen; 370,000 compounds, 0.54% hits; Q8VD66; purified mABHD4, FP-Rh probe fluorescence polarization; inhibition, % at 8.92 µM;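 active means inhibition exceeding the mean over every tested compound plus 3 SD, cut at about 30% in these data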;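 further: 0% = plate median of compound wells and 100% = S159A mutant with DMSO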
Target sequence (Q8VD66 whole entry, looked up): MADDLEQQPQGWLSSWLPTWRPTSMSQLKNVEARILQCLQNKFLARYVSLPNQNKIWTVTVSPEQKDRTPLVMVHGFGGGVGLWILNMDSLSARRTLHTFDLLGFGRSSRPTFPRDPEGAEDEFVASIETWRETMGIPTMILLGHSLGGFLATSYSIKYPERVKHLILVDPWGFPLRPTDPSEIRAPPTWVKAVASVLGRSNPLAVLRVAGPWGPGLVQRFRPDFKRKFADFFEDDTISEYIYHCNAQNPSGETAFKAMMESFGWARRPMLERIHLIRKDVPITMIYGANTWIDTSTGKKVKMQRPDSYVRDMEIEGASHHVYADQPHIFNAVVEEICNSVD
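Material: mouse ABHD4 enzyme, wild type; Benchmarks: S159A mutant high control, sample median low control; Buffer or medium: HEPES pH 7.0, NaCl, Pluronic buffer; Signal: fluorescence polarization; Read-out: percent inhibition of probe binding, normalized to plate controls; Timing: pre-incubation 45 min, probe exposure 60 min, at 25 °C; Dosing: 8.92 µM, single dose.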
NPR2 activator: GC-B (human) receptor activation; activation, % at 10 µM; HEK293-GC-B cells, CNP EC30, cGMP TR-FRET; 0% at EC30 CNP, 100% saturating CNP; AID 1920062; 370,000 compounds, 0.11% hits;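 active means activation at 10 µM reaching about 35% in either raw or pattern-adjusted values, limit read from the data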
PG9 binder: PG9 antibody binding by small molecule; AID 624416; TR-FRET gp120-PG9 antibody binding; inhibition, % at 6.7 µM; 360,000 compounds, 0.43% hits; in the data active means inhibition above about 8.5%
NR1D1 modulator: modulates human Rev-erb alpha binding to DNA. activity, % at 10 µM. 370,000 compounds, 0.79% hits. Rev-erbα–FITC-DNA binding, fluorescence polarization, 90 min. AID 1259318;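 active means activity above about 14%, limit read from the data; passing the limit was not always enough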;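 further: 0% = DMSO wells with 35 nM protein and 100% = DMSO wells with 750 nM protein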
ARFGAP1 inhibitor: inhibitors of rat ARFGAP1; Arfgap1-stimulated ARF1 GTP hydrolysis, GDP FP detection; inhibition, % at 16.5 µM; 360,000 compounds, 0.26% hits; AID 651572;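 active means inhibition above a per-plate limit, mean inhibition of low control wells plus 3 SD, cut at about 25% in these data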;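 further: 0% = DMSO wells with enzyme and 100% = wells lacking Arfgap1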
Target sequence (Q62848 1-136 limits assumed): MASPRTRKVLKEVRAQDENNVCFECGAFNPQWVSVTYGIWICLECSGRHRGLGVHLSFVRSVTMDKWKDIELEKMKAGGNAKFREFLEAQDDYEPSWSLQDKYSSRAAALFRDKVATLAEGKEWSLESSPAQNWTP
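System: truncated rat Arfgap1 GAP domain / Medium: HEPES-based buffer, pH 7.5 / Also added: N-terminally truncated human ARF1-GTP substrate / Incubation: enzyme reaction 120 min at 25 °C after 20 min preincubation / Measured by: FP of antibody-bound GDP Alexa 633 tracer, ex 620/em 688 nm / Replicates: singlicate, each compound tested once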
HTRA1 inhibitor: blocks human HTRA1 serine peptidase; recombinant HTRA1, FP-rhodamine activity-based probe, fluorescence polarization; inhibition, % at 5.96 µM; 340,000 compounds, 0.5% hits; in the data active means inhibition above about 36%;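 further: 0% = enzyme with DMSO and 100% = wells lacking enzyme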
Target sequence (Q92743 whole entry, looked up): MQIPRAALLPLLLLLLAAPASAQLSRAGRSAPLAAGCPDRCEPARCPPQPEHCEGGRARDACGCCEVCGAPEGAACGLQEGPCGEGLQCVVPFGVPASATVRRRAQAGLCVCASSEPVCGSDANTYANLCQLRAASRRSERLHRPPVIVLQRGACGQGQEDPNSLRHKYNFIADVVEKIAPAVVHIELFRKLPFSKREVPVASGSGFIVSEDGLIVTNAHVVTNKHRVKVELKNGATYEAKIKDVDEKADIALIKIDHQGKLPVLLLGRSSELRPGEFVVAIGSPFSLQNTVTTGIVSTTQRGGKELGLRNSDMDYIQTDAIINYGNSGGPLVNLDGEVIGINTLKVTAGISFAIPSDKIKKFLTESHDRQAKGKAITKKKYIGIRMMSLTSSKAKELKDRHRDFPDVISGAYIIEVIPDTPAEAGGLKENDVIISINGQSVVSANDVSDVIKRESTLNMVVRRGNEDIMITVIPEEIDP
rCAG RNA binder: r(CAG) repeat RNA binding; TO-PRO-1 dye displacement fluorescence; inhibition, % at 3 µM; 370,000 compounds, 1.3% hits; AID 651821;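 active means inhibition above the plate cutoff, the mean of all test compounds on that plate plus 3 SD, cut at about 35% in these data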;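 further: 0% = DMSO alone and 100% = 100 µM mitoxantrone as full dye displacement; higher means more dye released from RNA so lower well fluorescence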
ASAP1 inh: blocks human ASAP1-stimulated Arf1 GTP hydrolysis. AID 624377. GDP FP detection. 360,000 compounds, 0.19% hits. inhibition, % at 16.5 µM; in the data active means inhibition above about 25%;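 further: 0% = vehicle with enzyme and substrate and 100% = no enzyme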
GC-A act: GC-A (human) enzyme activation; 370,000 compounds, 0.14% hits; activation, % at 10 µM; P16066; AID 1671463; HEK293 GC-A cells, cGMP TR-FRET, EC30 ANP; 0% at EC30 ANP, 100% saturating ANP; in the data active means activation above about 40%
SMARCA2 activ: activators of SMARCA2 function. 370,000 compounds, 1% hits. AID 652017. activation, % at 9.1 µM. MG213 cells, MMTV-luciferase reporter, dexamethasone, overnight; in the data active means activation above about 7.8%;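 further: 0% = vehicle wells and 100% = reference activator wells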
Active calls of the source: *.

What do the screens show for `O=C(COC(=O)COc1ccc(Br)cc1)NCCC1=CCCCC1`?
ABHD4 inh: 0; NPR2 activator: -8; PG9 binder: -2.0; NR1D1 modulator: 4; ARFGAP1 inhibitor: 2; HTRA1 inhibitor: 6; rCAG RNA binder: -3; ASAP1 inh: 0; GC-A act: 2; SMARCA2 activ: 0

How did NS(=O)(=O)c1ccc(NC(=S)N2CCc3ccccc32)cc1 do in these assays?
ABHD4 inh: 7; NPR2 activator: 2; PG9 binder: -2.5; NR1D1 modulator: 5; ARFGAP1 inhibitor: 5; HTRA1 inhibitor: 1; rCAG RNA binder: 1; ASAP1 inh: -18; GC-A act: 2; SMARCA2 activ: 2

How did Fc1cccc(F)c1/C=N/Nc1ccccn1 do in these assays?
ABHD4 inh: 4; NPR2 activator: 0; PG9 binder: 0.2; NR1D1 modulator: -7; ARFGAP1 inhibitor: 3; HTRA1 inhibitor: 0; rCAG RNA binder: -1; ASAP1 inh: -18; GC-A act: -1; SMARCA2 activ: 0

How did Cc1ccc(NC(=O)CSc2nnc([C@H](C)NC(=O)OC(C)(C)C)o2)c(C)c1 do in these assays?
ABHD4 inh: 0; NPR2 activator: -3; PG9 binder: 0.4; NR1D1 modulator: 8; ARFGAP1 inhibitor: 15; rCAG RNA binder: -6; ASAP1 inh: -2; GC-A act: -1; SMARCA2 activ: 4

What do the screens show for `CCN(CC)c1ccc(NC(=O)COc2ccccc2C)cc1S(=O)(=O)Nc1ccccc1OC`?
ABHD4 inh: -36; NPR2 activator: 3; PG9 binder: -1.9; NR1D1 modulator: -1; ARFGAP1 inhibitor: -1; HTRA1 inhibitor: -37; rCAG RNA binder: 8; ASAP1 inh: 22; GC-A act: 5; SMARCA2 activ: -1

What do the screens show for `Cc1cc(OC(C)C(=O)NCc2cccnc2)c2c(C)c(C)c(=O)oc2c1` (centres undefined)?
ABHD4 inh: 2; NPR2 activator: -2; PG9 binder: -1.1; NR1D1 modulator: -7; ARFGAP1 inhibitor: -8; HTRA1 inhibitor: -2; rCAG RNA binder: -1; ASAP1 inh: 2; GC-A act: 0; SMARCA2 activ: -1

How did CC1Cc2ccccc2N1C(=O)c1ccc(N2CCCC2)c([N+](=O)[O-])c1 (centres undefined) do in these assays?
ABHD4 inh: 17; NPR2 activator: -2; PG9 binder: -2.0; NR1D1 modulator: 10; ARFGAP1 inhibitor: -3; HTRA1 inhibitor: -11; rCAG RNA binder: 1; ASAP1 inh: -2; GC-A act: -2; SMARCA2 activ: -4

What do the screens show for `Cc1nnc(SCc2nnc(-c3ccccc3)o2)n(N)c1=O`?
ABHD4 inh: 3; NPR2 activator: 3; PG9 binder: 0.5; NR1D1 modulator: -2; ARFGAP1 inhibitor: 5; HTRA1 inhibitor: -3; rCAG RNA binder: -2; ASAP1 inh: -7; GC-A act: 0; SMARCA2 activ: 1

Results for CC(C)Cn1c(N)c(C(=O)COC(=O)C2CC(=O)N(c3ccc4c(c3)OCCO4)C2)c(=O)n(C)c1=O (centres undefined) ?
ABHD4 inh: 2; NPR2 activator: -5; PG9 binder: -0.4; NR1D1 modulator: -4; ARFGAP1 inhibitor: 1; HTRA1 inhibitor: -6; rCAG RNA binder: -4; ASAP1 inh: -6; GC-A act: -2; SMARCA2 activ: 2

How did O=C(NCCN1C(=O)C2C3C=CC(C3)C2C1=O)N1CCOCC1 (centres undefined) do in these assays?
ABHD4 inh: -1; NPR2 activator: 6; PG9 binder: -2.2; NR1D1 modulator: 5; ARFGAP1 inhibitor: -7; HTRA1 inhibitor: 1; rCAG RNA binder: 3; ASAP1 inh: 7; GC-A act: 1; SMARCA2 activ: -1

Results for COCCN1Cc2cccc(C(=O)Nc3ccc(S(=O)(=O)N4CCOCC4)cc3)c2C1=O ?
ABHD4 inh: -4; NPR2 activator: 0; PG9 binder: -0.4; NR1D1 modulator: 1; ARFGAP1 inhibitor: 0; HTRA1 inhibitor: 0; rCAG RNA binder: -3; ASAP1 inh: 1; GC-A act: 5; SMARCA2 activ: 0

Results for COc1ccc(/C=C/C(=O)c2ccc(O)cc2)cc1COc1ccc(F)cc1 ?
ABHD4 inh: -52; NPR2 activator: -3; PG9 binder: -1.4; NR1D1 modulator: 4; ARFGAP1 inhibitor: -3; HTRA1 inhibitor: -86; rCAG RNA binder: 21; ASAP1 inh: 11; GC-A act: 2; SMARCA2 activ: -3

Results for N#Cc1ccc(-c2cccnc2)nc1SCC(=O)c1ccccc1 ?
ABHD4 inh: -3; NPR2 activator: 2; PG9 binder: -1.5; NR1D1 modulator: 23*; ARFGAP1 inhibitor: 6; HTRA1 inhibitor: -8; rCAG RNA binder: 12; ASAP1 inh: 1; GC-A act: 4; SMARCA2 activ: 3

How did Cn1cc(S(=O)(=O)NCc2ccco2)c(=O)n(C)c1=O do in these assays?
ABHD4 inh: 0; NPR2 activator: -2; PG9 binder: -0.8; NR1D1 modulator: 1; ARFGAP1 inhibitor: -1; HTRA1 inhibitor: 6; rCAG RNA binder: 2; ASAP1 inh: 5; GC-A act: 0; SMARCA2 activ: -3

What do the screens show for `CC1CN(C(=O)COC(=O)c2ccc(Cl)c(N)c2)CC(C)O1` (centres undefined)?
ABHD4 inh: -1; NPR2 activator: 3; PG9 binder: 0.6; NR1D1 modulator: -4; ARFGAP1 inhibitor: 10; HTRA1 inhibitor: 2; rCAG RNA binder: -3; ASAP1 inh: -9; GC-A act: 0; SMARCA2 activ: -1

Results for NC(=O)c1ccc(C(F)(F)F)n(Cc2ccc(F)c(F)c2)c1=O ?
ABHD4 inh: -5; NPR2 activator: 7; PG9 binder: -2.0; NR1D1 modulator: 0; ARFGAP1 inhibitor: 0; HTRA1 inhibitor: 3; rCAG RNA binder: -2; ASAP1 inh: 3; GC-A act: -3; SMARCA2 activ: -4

What do the screens show for `O=C(O)c1ccc2c(c1)C(=O)/C(=C/c1ccccc1)C2=O`?
ABHD4 inh: 31*; NPR2 activator: 0; PG9 binder: 2.1; NR1D1 modulator: -2; ARFGAP1 inhibitor: -9; HTRA1 inhibitor: 7; rCAG RNA binder: 21; ASAP1 inh: -16; GC-A act: 3; SMARCA2 activ: -3

Results for CCn1c(SCC(=O)Nc2ccc(NC(=O)c3ccco3)cc2)nnc1-c1cccs1 ?
ABHD4 inh: 1; NPR2 activator: 0; PG9 binder: 1.2; NR1D1 modulator: 10; ARFGAP1 inhibitor: 5; HTRA1 inhibitor: -7; rCAG RNA binder: 5; ASAP1 inh: 4; GC-A act: -5; SMARCA2 activ: -4

What do the screens show for `C=Cc1ccc(N=Cc2c(O)ccc3ccccc23)cc1`?
ABHD4 inh: 4; NPR2 activator: 3; PG9 binder: -1.3; NR1D1 modulator: 4; ARFGAP1 inhibitor: 0; HTRA1 inhibitor: 1; rCAG RNA binder: 7; ASAP1 inh: -1; GC-A act: 2; SMARCA2 activ: -2

Results for Cc1c(C(=O)Nc2ccc3c(c2)OCO3)oc2ccccc12 ?
ABHD4 inh: -9; NPR2 activator: -7; PG9 binder: -2.2; NR1D1 modulator: 0; ARFGAP1 inhibitor: 6; HTRA1 inhibitor: -16; rCAG RNA binder: 3; ASAP1 inh: -8; GC-A act: 4; SMARCA2 activ: 9.7*

Results for COc1ccc(C(N)c2csc(Nc3ccc(S(C)(=O)=O)cc3)n2)cc1 (centres undefined) ?
ABHD4 inh: 5; NPR2 activator: -5; PG9 binder: -0.1; NR1D1 modulator: 3; ARFGAP1 inhibitor: 3; rCAG RNA binder: 4; ASAP1 inh: -1; GC-A act: -5; SMARCA2 activ: -2

Results for Cc1nn(C)c(C)c1S(=O)(=O)NCCc1ccc(Cl)cc1 ?
ABHD4 inh: -1; NPR2 activator: 2; PG9 binder: -2.2; NR1D1 modulator: 4; ARFGAP1 inhibitor: -4; HTRA1 inhibitor: -2; rCAG RNA binder: 0; ASAP1 inh: -11; GC-A act: -3; SMARCA2 activ: 2

Results for Cc1ccc(N2C(=O)CC2(C#N)c2ccc(OCc3ccccc3)cc2)cc1 (centres undefined) ?
ABHD4 inh: -9; NPR2 activator: 2; PG9 binder: 0.7; NR1D1 modulator: 0; ARFGAP1 inhibitor: -9; HTRA1 inhibitor: -25; rCAG RNA binder: 2; ASAP1 inh: -4; GC-A act: 8; SMARCA2 activ: -5

How did CCC(C)(C)n1nnnc1CN(Cc1cc2cc(OC)ccc2[nH]c1=O)C1CCCC1 do in these assays?
ABHD4 inh: 3; NPR2 activator: -6; PG9 binder: -0.4; NR1D1 modulator: -7; ARFGAP1 inhibitor: 7; HTRA1 inhibitor: -2; rCAG RNA binder: 0; ASAP1 inh: -9; GC-A act: -14; SMARCA2 activ: -1

How did C[C@H](NC(=O)[C@@H]1CCCN1C(=O)[C@@H]1CCCN1C(=O)c1ccccc1)c1ccccc1 do in these assays?
ABHD4 inh: 2; NPR2 activator: 9; PG9 binder: -0.8; NR1D1 modulator: -4; ARFGAP1 inhibitor: 2; rCAG RNA binder: 0; ASAP1 inh: -7; GC-A act: 3; SMARCA2 activ: -5

What do the screens show for `COC(=O)C1CN(C(=O)COc2ccccc2C)c2ccccc2O1` (centres undefined)?
ABHD4 inh: -5; NPR2 activator: -1; PG9 binder: 0.3; NR1D1 modulator: -4; ARFGAP1 inhibitor: -4; HTRA1 inhibitor: 4; rCAG RNA binder: -2; ASAP1 inh: -3; GC-A act: -6; SMARCA2 activ: 2

Results for COc1cc(CNCCO)cc(Cl)c1OCc1ccc(Cl)cc1Cl ?
ABHD4 inh: 16; NPR2 activator: -7; PG9 binder: -2.0; NR1D1 modulator: 9; ARFGAP1 inhibitor: 10; HTRA1 inhibitor: -1; rCAG RNA binder: 5; ASAP1 inh: 0; GC-A act: 10; SMARCA2 activ: -4

How did COc1ccc(N2C(=O)c3ccccc3NC23C(=O)N(C)c2ccccc23)cc1 (centres undefined) do in these assays?
ABHD4 inh: -1; NPR2 activator: -3; PG9 binder: -2.0; NR1D1 modulator: -6; ARFGAP1 inhibitor: -3; HTRA1 inhibitor: -5; rCAG RNA binder: -2; ASAP1 inh: -7; GC-A act: -5; SMARCA2 activ: -1

Results for CCCCN(C(=O)CN1C(=O)C2CCCCC2C1=O)c1c(N)n(CCCC)c(=O)[nH]c1=O (centres undefined) ?
ABHD4 inh: 0; NPR2 activator: 1; PG9 binder: 0.1; NR1D1 modulator: 1; ARFGAP1 inhibitor: 7; HTRA1 inhibitor: -8; rCAG RNA binder: -2; ASAP1 inh: -2; GC-A act: 3; SMARCA2 activ: 4

What do the screens show for `Cc1ccccc1C(=O)NCC(=O)OCC(=O)NNC(=O)c1ccccc1F`?
ABHD4 inh: -4; NPR2 activator: 2; PG9 binder: -0.1; NR1D1 modulator: 4; ARFGAP1 inhibitor: -10; HTRA1 inhibitor: 0; rCAG RNA binder: 0; ASAP1 inh: 2; GC-A act: 1; SMARCA2 activ: 5

Assay outcomes: PubChem BioAssay, several laboratories
